BCLXL inh – Bcl-xL (human) inhibition; Q07817; GST-Bcl-xL / FITC-Bim BH3 peptide fluorescence polarization; inhibition, % at 10.9 µM; actives 0.7% (n = 320,000); AID 2129;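 active = inhibition above the mean of all tested compounds plus 3 SD, cutoff set per campaign, cut at about 30% in these data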;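 note: 0% = DMSO wells and 100% = unlabeled Bim-BH3 peptide competitor; inhibitors lower millipolarization by displacing the labeled peptide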
Fam108B counter – blocks mouse Fam108B hydrolase in RBBP9 counter-screen | actives 0.33% (n = 300,000) | AID 1947 | inhibition, % at 9.51 µM | recombinant Fam108B, FP-Rh probe fluorescence polarization;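 active = inhibition above the screen mean inhibition plus 3 SD, computed separately per campaign, cut at about 18% in these data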;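 note: inhibitors lower polarization as less probe binds the enzyme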
TPT1 inh – inhibitors of Candida albicans tRNA 2'-phosphotransferase TPT1 | recombinant caTPT1, FP RNA substrate dephosphorylation | inhibition, % at 5 µM | actives 0.81% (n = 300,000);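 active = inhibition above the mean of all tested compounds plus 3 SD, set per screening campaign, cut at about 24% in these data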;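 note: plate controls were DMSO alone for no effect and ferristatin control at 100 nM for full effect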
GSTO1 counter – GSTO1 inhibition, counter-screen for RBBP9 inhibitors. inhibition, % at 5.96 µM. recombinant GSTO1, activity-based probe fluorescence polarization. actives 1.1% (n = 300,000). AID 1974;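 active = inhibition above the campaign mean inhibition plus 3 SD, cut at about 35% in these data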;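 note: 0% = GSTO1-1 with DMSO and 100% = wells lacking GSTO1-1 enzyme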
MCL1-BIM inh – inhibitors of human MCL1 binding to BIM-BH3 peptide. inhibition, % at 10.9 µM. GST-MCL1 / FITC-Bim-BH3 fluorescence polarization. actives 0.68% (n = 320,000). Q07820;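 active = inhibition above the mean inhibition of all tested compounds plus 3 SD, set per campaign, cut at about 40% in these data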;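 note: 0% = DMSO wells and 100% = unlabeled Bim-BH3 peptide control; higher means more loss of mP so more displacement of Bim peptide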
GLD-1 TGE inh – GLD-1-TGE RNA interaction inhibition (C. elegans); actives 0.44% (n = 320,000); AID 2280; Q17339; inhibition, % at 5.96 µM; purified GLD-1 + fluorescein TGE RNA, fluorescence polarization;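 active = percent inhibition above a per-plate cutoff, the plate mean of test compounds plus 3 SD, cut at about 30% in these data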;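 note: 0% = DMSO wells with GLD-1 and probe and 100% = wells lacking GLD-1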
PME-1 primary – blocks human protein phosphatase methylesterase 1; Q9Y570; recombinant PME-1, FP-Rh probe fluorescence polarization; inhibition, % at 5.9 µM; actives 0.53% (n = 320,000); AID 2130;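 active = inhibition above the campaign mean of all compounds plus 3 SD, cut at about 26% in these data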;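 note: competitive labeling of PME-1 active site by serine hydrolase directed probe; 0% = PME-1 with DMSO and 100% = wells lacking PME-1 enzyme; inhibitors block probe labeling so polarization falls and inhibition rises; many of its hits are not listed in these tables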
MEX-5 binding – C. elegans MEX-5 TCR-2 RNA binding activity. Q9XUB2. MEX-5/FITC-TCR2 RNA binding, fluorescence polarization; stronger effect = lower value. activity score (negative = inhibition of binding), % at 10 µM. actives 0.38% (n = 300,000);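 active = inhibition past about -25% in most replicates, and total fluorescence under double the plate's negative control median, limit read from the data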;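 note: 0% = DMSO and -100% = 5 µM competing unlabeled TCR2 RNA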
PAD4 FP inh – PAD4 (human) enzyme inhibition | recombinant PAD4, RCA probe fluorescence polarization | inhibition, % at 6.36 µM | actives 0.41% (n = 330,000) | AID 485272;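 active = percent inhibition above a cutoff equal to the mean of all tested compounds plus 3 SD, cut at about 15% in these data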;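 note: 0% = PAD4 with RCA probe and DMSO and 100% = probe without PAD4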
* hit, by the source's call.

How did CC1=CCC2COC(c3ccc[n+](Cc4ccccc4)c3)C1C2 (stereo not drawn) do in these assays?
BCLXL inh: 24; Fam108B counter: 3; TPT1 inh: -8; GSTO1 counter: 6; MCL1-BIM inh: 14; GLD-1 TGE inh: 5; PME-1 primary: -2; MEX-5 binding: -2.8; PAD4 FP inh: -6

How did Cc1ccc(Cl)cc1NC(=O)CCS(=O)(=O)c1cccc2nonc12 do in these assays?
BCLXL inh: 1; Fam108B counter: 0; TPT1 inh: -3; GSTO1 counter: 5; MCL1-BIM inh: 0; GLD-1 TGE inh: 2; PME-1 primary: 1; MEX-5 binding: 2.5; PAD4 FP inh: 0

What do the screens show for `C=CCSc1ccc(S(=O)(=O)N2CCN(C)CC2)cn1`?
BCLXL inh: 1; MCL1-BIM inh: 2; GLD-1 TGE inh: 6; PME-1 primary: -4; PAD4 FP inh: -3

How did CC(C)(C)C(=O)Nc1nnc(SCc2ccc(F)cc2)s1 do in these assays?
BCLXL inh: 6; Fam108B counter: 0; TPT1 inh: 0; GSTO1 counter: -3; MCL1-BIM inh: 4; GLD-1 TGE inh: 9; PME-1 primary: 5; MEX-5 binding: -2.2; PAD4 FP inh: -1

How did CCOC(=O)Cn1nnc2c(sc3nc4c(c(-c5ccccc5)c32)CCC4)c1=O do in these assays?
BCLXL inh: 3; Fam108B counter: 5; TPT1 inh: -6; GSTO1 counter: 5; MCL1-BIM inh: 10; GLD-1 TGE inh: 6; PME-1 primary: 7; MEX-5 binding: 0.6; PAD4 FP inh: 1

How did CCc1ccc(-n2c(SCc3cc(=O)n4cc(Br)ccc4n3)nc3[nH]ncc3c2=O)cc1 do in these assays?
BCLXL inh: 1; Fam108B counter: -6; TPT1 inh: 1; GSTO1 counter: 3; MCL1-BIM inh: -2; GLD-1 TGE inh: -2; PME-1 primary: 20; MEX-5 binding: -0.8; PAD4 FP inh: -2

Results for O=S(=O)(NC1CCCCC1N1CCN(c2ccccc2F)CC1)c1ccc(Cl)cc1 (stereo not drawn) ?
BCLXL inh: 4; Fam108B counter: 2; TPT1 inh: -3; GSTO1 counter: 2; MCL1-BIM inh: 9; GLD-1 TGE inh: -1; PME-1 primary: -6; MEX-5 binding: -2.8; PAD4 FP inh: -1

How did COc1ccc(S(=O)(=O)N2CCOC23CCN(S(=O)(=O)c2ccc(C)cc2)CC3)cc1 do in these assays?
BCLXL inh: -1; Fam108B counter: 1; TPT1 inh: 0; GSTO1 counter: -10; MCL1-BIM inh: 0; GLD-1 TGE inh: 3; PME-1 primary: 7; MEX-5 binding: -1.5; PAD4 FP inh: -5

How did CC(C)CNC(=O)c1cc([N+](=O)[O-])ccc1N1CCOCC1 do in these assays?
BCLXL inh: 2; Fam108B counter: 7; TPT1 inh: 0; GSTO1 counter: 1; MCL1-BIM inh: 2; GLD-1 TGE inh: 3; PME-1 primary: -1; MEX-5 binding: 2.0; PAD4 FP inh: 4

How did CCC(CC)C1=NN2C(=N)/C(=C/c3ccc(OC(=O)c4ccco4)cc3)C(=O)N=C2S1 do in these assays?
BCLXL inh: -10; Fam108B counter: 0; TPT1 inh: 5; GSTO1 counter: -11; MCL1-BIM inh: -5; GLD-1 TGE inh: 3; PME-1 primary: -2; MEX-5 binding: 3.4; PAD4 FP inh: 2

Results for CCc1cccc(C)c1NC(=O)c1cc(=O)[nH]c2ccc(S(=O)(=O)N3CCOCC3)cc12 ?
BCLXL inh: -14; MCL1-BIM inh: -17; GLD-1 TGE inh: 1; PME-1 primary: 1; PAD4 FP inh: 1

What do the screens show for `Cc1cccc(NC(=O)Cc2ccc(F)cc2)c1`?
BCLXL inh: 2; Fam108B counter: 1; TPT1 inh: 1; GSTO1 counter: 0; MCL1-BIM inh: 5; GLD-1 TGE inh: -3; PME-1 primary: 3; MEX-5 binding: 1.3; PAD4 FP inh: 1

How did O=C(CSc1nnc(CNC(=O)c2c(F)cccc2Cl)o1)NCc1ccccc1 do in these assays?
BCLXL inh: 4; Fam108B counter: 3; TPT1 inh: 3; GSTO1 counter: 10; MCL1-BIM inh: 8; GLD-1 TGE inh: -3; PME-1 primary: 4; PAD4 FP inh: -4

Results for CCOc1ccc(-c2ncncc2-c2ccccc2OC)c(O)c1 ?
BCLXL inh: 6; Fam108B counter: -1; TPT1 inh: -2; GSTO1 counter: 13; MCL1-BIM inh: 13; GLD-1 TGE inh: 6; PME-1 primary: -7; MEX-5 binding: 1.8; PAD4 FP inh: 0

How did CC(C)(C)NC(=O)C(=O)NNC(=O)c1ccc(C(C)(C)C)cc1 do in these assays?
BCLXL inh: 0; Fam108B counter: -7; TPT1 inh: 1; GSTO1 counter: 1; MCL1-BIM inh: 4; GLD-1 TGE inh: -1; PME-1 primary: -2; PAD4 FP inh: 3

Results for CCCn1c(=O)c2c(C(F)(F)F)cc(-c3cccs3)nc2n(CCC)c1=O ?
BCLXL inh: 1; Fam108B counter: 7; TPT1 inh: 1; GSTO1 counter: -4; MCL1-BIM inh: 11; GLD-1 TGE inh: -4; PME-1 primary: -9; MEX-5 binding: -0.1; PAD4 FP inh: 2

Results for CCCC1=NN(c2ccc([N+](=O)[O-])cc2)C(=O)/C1=C\N(C)C ?
BCLXL inh: 4; Fam108B counter: -2; TPT1 inh: -5; GSTO1 counter: -3; MCL1-BIM inh: -9; GLD-1 TGE inh: -5; PME-1 primary: 5; MEX-5 binding: -0.8; PAD4 FP inh: -6

What do the screens show for `CC(C)(C)c1nc[nH]c(=O)c1Br`?
BCLXL inh: -6; Fam108B counter: -5; TPT1 inh: -1; GSTO1 counter: 0; MCL1-BIM inh: -4; GLD-1 TGE inh: -6; PME-1 primary: -4; MEX-5 binding: -1.4; PAD4 FP inh: -7

What do the screens show for `CCc1ccc(N2C(=O)CC(Cn3nc(C)cc3C)C2=O)cc1` (stereo not drawn)?
BCLXL inh: 2; Fam108B counter: -3; TPT1 inh: 1; GSTO1 counter: -1; MCL1-BIM inh: 6; GLD-1 TGE inh: 6; PME-1 primary: -3; MEX-5 binding: 0.1; PAD4 FP inh: -3

What do the screens show for `Cc1ccc(OCCn2cc(Br)c(=O)[nH]c2=O)cc1`?
BCLXL inh: 6; Fam108B counter: 1; TPT1 inh: -4; GSTO1 counter: -2; MCL1-BIM inh: 6; GLD-1 TGE inh: -6; PME-1 primary: 2; MEX-5 binding: -2.7; PAD4 FP inh: 6

Sorted by molar mass (largest number first): part of the list above
Results for CCc1cccc(C)c1NC(=O)c1cc(=O)[nH]c2ccc(S(=O)(=O)N3CCOCC3)cc12 ?
BCLXL inh: -14; MCL1-BIM inh: -17; GLD-1 TGE inh: 1; PME-1 primary: 1; PAD4 FP inh: 1

What do the screens show for `C=CCSc1ccc(S(=O)(=O)N2CCN(C)CC2)cn1`?
BCLXL inh: 1; MCL1-BIM inh: 2; GLD-1 TGE inh: 6; PME-1 primary: -4; PAD4 FP inh: -3

What do the screens show for `CCc1ccc(N2C(=O)CC(Cn3nc(C)cc3C)C2=O)cc1` (stereo not drawn)?
BCLXL inh: 2; Fam108B counter: -3; TPT1 inh: 1; GSTO1 counter: -1; MCL1-BIM inh: 6; GLD-1 TGE inh: 6; PME-1 primary: -3; MEX-5 binding: 0.1; PAD4 FP inh: -3

Fetched by structure from the list above, two records:
How did O=C(CSc1nnc(CNC(=O)c2c(F)cccc2Cl)o1)NCc1ccccc1 do in these assays?
BCLXL inh: 4; Fam108B counter: 3; TPT1 inh: 3; GSTO1 counter: 10; MCL1-BIM inh: 8; GLD-1 TGE inh: -3; PME-1 primary: 4; PAD4 FP inh: -4

What do the screens show for `C=CCSc1ccc(S(=O)(=O)N2CCN(C)CC2)cn1`?
BCLXL inh: 1; MCL1-BIM inh: 2; GLD-1 TGE inh: 6; PME-1 primary: -4; PAD4 FP inh: -3

Going on with the list.
How did CCCCN(C(=O)C1=NN(c2cc(C)ccc2C)C(=O)CC1)c1c(N)n(CCC)c(=O)[nH]c1=O do in these assays?
BCLXL inh: 0; MCL1-BIM inh: 2; GLD-1 TGE inh: -3; PME-1 primary: 3; PAD4 FP inh: 3

Results for O=C(CCCN1C(=O)S/C(=C\C=C\c2ccccc2)C1=O)Nc1ccc(O)cc1 ?
BCLXL inh: 7; Fam108B counter: 1; TPT1 inh: -4; GSTO1 counter: -3; MCL1-BIM inh: 11; GLD-1 TGE inh: 4; PME-1 primary: 8; MEX-5 binding: 2.0; PAD4 FP inh: -3

How did O=C(Nc1ccc(Cl)cn1)c1cccc(F)c1 do in these assays?
BCLXL inh: 4; Fam108B counter: -4; TPT1 inh: 5; GSTO1 counter: -1; MCL1-BIM inh: 9; GLD-1 TGE inh: -10; PME-1 primary: -5; MEX-5 binding: -0.6; PAD4 FP inh: 3

Results for COc1ccc(-c2nc(CS(=O)CC(=O)NC3CCC(C)CC3)c(C)o2)cc1OC (stereo not drawn) ?
BCLXL inh: -1; Fam108B counter: 2; TPT1 inh: -5; GSTO1 counter: -2; MCL1-BIM inh: -1; GLD-1 TGE inh: 2; PME-1 primary: -1; MEX-5 binding: -2.4; PAD4 FP inh: 3

Results for Cc1ccc(-c2nnnn2CS(=O)(=O)c2ccccc2)cc1 ?
BCLXL inh: 1; Fam108B counter: -5; TPT1 inh: -7; GSTO1 counter: 5; MCL1-BIM inh: 1; GLD-1 TGE inh: 3; PME-1 primary: -5; MEX-5 binding: -0.3; PAD4 FP inh: -1

How did COc1cccc(CCNC(=O)CCCC(=O)c2ccccc2)c1 do in these assays?
BCLXL inh: 4; Fam108B counter: 3; TPT1 inh: -1; GSTO1 counter: -2; MCL1-BIM inh: 5; GLD-1 TGE inh: 3; PME-1 primary: 5; MEX-5 binding: 1.0; PAD4 FP inh: -3

How did S=C(NCc1ccc(Cl)cc1)NC12CC3CC(CC(C3)C1)C2 do in these assays?
BCLXL inh: 5; Fam108B counter: -14; TPT1 inh: -2; GSTO1 counter: -5; MCL1-BIM inh: 6; GLD-1 TGE inh: 11; PME-1 primary: -10; MEX-5 binding: -1.6; PAD4 FP inh: -4

Results for O=C(NCn1cnccc1=O)c1ccccc1 ?
BCLXL inh: 1; Fam108B counter: 0; TPT1 inh: 3; GSTO1 counter: -4; MCL1-BIM inh: -2; GLD-1 TGE inh: -1; PME-1 primary: -6; MEX-5 binding: 0.3; PAD4 FP inh: 4

Results for O=c1ccc2ccc(OCc3ccccc3)cc2o1 ?
BCLXL inh: 3; Fam108B counter: -3; TPT1 inh: 1; GSTO1 counter: 8; MCL1-BIM inh: 4; GLD-1 TGE inh: 0; PME-1 primary: 3; MEX-5 binding: -0.3; PAD4 FP inh: -5

What do the screens show for `Nc1ccc(-n2nnnc2CN2CCOCC2)cc1`?
BCLXL inh: 5; Fam108B counter: -1; TPT1 inh: 2; GSTO1 counter: 6; MCL1-BIM inh: 1; GLD-1 TGE inh: 4; PME-1 primary: 4; MEX-5 binding: 2.8; PAD4 FP inh: 0

Results for CCc1nnc(NC(=O)Cn2c(=O)oc3ccccc32)s1 ?
BCLXL inh: 2; Fam108B counter: -3; TPT1 inh: 4; GSTO1 counter: 1; MCL1-BIM inh: 1; GLD-1 TGE inh: 1; PME-1 primary: 2; MEX-5 binding: -8.1; PAD4 FP inh: 0

Not all compounds are listed; the hit share may differ from the screen's.
